NPY1 pot ag – human NPY-Y1 potentiation or agonism, primary screen; P25929; activation, % at 3.6 µM; NPY-Y1 expressing cells, potentiator/agonist activation; hit rate 0.37% among 220,000; AID 1304; in the data active = activation above about 33%, passing the limit was not always enough;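 note: cells stimulated with NPY at EC10 then isoproterenol at EC100; 0% = low agonist plus stimulus and 100% = saturating agonist plus stimulus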
Target sequence (P25929 whole entry, looked up): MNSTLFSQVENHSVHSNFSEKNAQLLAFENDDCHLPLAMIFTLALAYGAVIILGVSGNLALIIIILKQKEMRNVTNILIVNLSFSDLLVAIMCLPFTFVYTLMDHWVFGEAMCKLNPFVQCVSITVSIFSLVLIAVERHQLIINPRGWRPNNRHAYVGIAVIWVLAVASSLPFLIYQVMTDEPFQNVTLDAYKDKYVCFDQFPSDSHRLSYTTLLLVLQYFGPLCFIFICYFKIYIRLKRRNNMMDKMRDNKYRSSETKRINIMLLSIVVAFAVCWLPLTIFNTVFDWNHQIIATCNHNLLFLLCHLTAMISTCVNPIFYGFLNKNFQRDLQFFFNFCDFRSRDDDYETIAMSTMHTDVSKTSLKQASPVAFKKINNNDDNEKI
NPY2 pot ag – potentiators or agonists of human neuropeptide Y receptor Y2. P49146. cells expressing NPY-Y2, potentiator/agonist read-out. activation, % at 3.6 µM. hit rate 0.45% among 220,000. AID 1359; in the data active = activation above about 27%;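 note: cells stimulated with NPY near EC25 plus isoproterenol at EC100; 0% = vehicle plus submaximal agonist and 100% = vehicle plus saturating agonist; some results beyond the cut were filed as inactive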
Runt-CBFb FRET – Runt domain-CBFb interaction inhibition | hit rate 0.46% among 220,000 | AID 1496 | Cerulean-Runt/Venus-CBFb FRET ratio 530/480, 1 h | inhibition, % at 20 µM | Q01196+Q13951;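 active = inhibition over about 50% at 20 µM in the single-dose screen, limit read from the data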;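 note: 0% = DMSO wells and 100% = excess unlabeled CBFb competitor control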
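Measured by: fluorescence energy transfer, 422 nm excitation, 530/480 nm emission; test system: Cerulean-tagged RUNX1 Runt domain (FRET donor) fusion protein; buffer or medium: Tris pH 7.5 buffer with BSA; compound: one dose, 20 µM compound, 1% DMSO; times: two 1 h room-temperature incubations shielded from light; benchmarks: unlabeled CBFb 5 µM, positive control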
Hck Nef HTS – blocks Nef-activated human Hck kinase. P08631. Recombinant Hck-YEEI plus Nef, Z-Lyte FRET kinase assay. inhibition, % at 20 µM. hit rate 0.68% among 220,000. AID 463187;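 active = Hck-Nef kinase inhibition above about 50%, limit read from the data; inactive = inhibition below that limit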;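 note: 0% = DMSO with Hck plus Nef and 100% = Hck alone without Nef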
Target sequence (P08631 whole entry, looked up): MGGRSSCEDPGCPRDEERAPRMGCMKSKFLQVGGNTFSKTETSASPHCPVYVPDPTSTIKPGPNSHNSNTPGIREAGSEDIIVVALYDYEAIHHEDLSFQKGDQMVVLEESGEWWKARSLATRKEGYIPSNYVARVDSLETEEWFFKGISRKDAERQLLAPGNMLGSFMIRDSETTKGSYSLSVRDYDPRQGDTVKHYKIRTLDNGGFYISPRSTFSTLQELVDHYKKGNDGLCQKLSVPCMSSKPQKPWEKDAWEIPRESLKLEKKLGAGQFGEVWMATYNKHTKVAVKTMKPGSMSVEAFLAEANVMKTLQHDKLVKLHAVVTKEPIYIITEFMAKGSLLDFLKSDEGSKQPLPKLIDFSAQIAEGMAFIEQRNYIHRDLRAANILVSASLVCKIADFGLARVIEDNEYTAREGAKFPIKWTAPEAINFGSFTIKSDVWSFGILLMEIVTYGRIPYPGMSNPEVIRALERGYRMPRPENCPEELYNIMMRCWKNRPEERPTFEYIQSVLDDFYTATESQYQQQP
Runt-SMMHC FRET – inhibitors of human RUNX1 Runt domain binding to CBFb-SMMHC; AID 1434; Q01196+Q13951; hit rate 0.74% among 220,000; Cerulean-Runt/Venus-CBFb-SMMHC FRET ratio 530/480, 1 h; inhibition, % at 20 µM;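 active = mean inhibition across duplicate retests at 20 µM reaching about 50%, limit read from the data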;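 note: 0% = DMSO wells and 100% = wells with excess untagged CBFb-SMMHC; inhibitors lower the FRET ratio by blocking Runt binding to CBFb-SMMHC; some results filed as inactive read as strong as hits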
RBBP9 inhibitor – blocks human serine hydrolase RBBP9; O75884; recombinant RBBP9, FP-Rh probe fluorescence polarization; inhibition, % at 7.94 µM; hit rate 0.2% among 220,000; AID 1515;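 active = inhibition above the campaign mean of all tested compounds plus 3 SD, cut at about 14% in these data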;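 note: plate controls were DMSO wells with RBBP9 for no effect and wells lacking RBBP9 protein for full effect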
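Controls: DMSO-treated enzyme wells and wells lacking RBBP9 | Material: RBBP9 protein | Technique: Fluorescence polarization | Replication: Single well per compound, no replicates | Buffer or medium: Tris-NaCl-Pluronic buffer, pH 8.0 | Timing: 30 min compound preincubation, 45 min probe labeling, 25 °C | Read-out basis: Percent inhibition from mP, scaled between DMSO and no-protein wells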
p97 ATPase inh – blocks human p97 ATPase activity; P55072; recombinant p97 ATPase, Kinase-Glo ATP luminescence, 3 h; inhibition, % at 8 µM; hit rate 0.42% among 220,000; in the data active = inhibition above about 15%;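 note: 0% = DMSO vehicle and 100% = wells lacking enzyme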
NPY Y1 blocker – blocks the human neuropeptide Y Y1 receptor | AID 1040 | hit rate 1% among 200,000 | P25929 | inhibition, % at 3.6 µM | HEK293-CNG Y1 cells, membrane potential fluorescence; NPY at EC95, then isoproterenol;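 active = inhibition above the campaign mean inhibition of all tested compounds plus 3 SD, cut at about 20% in these data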;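 note: 0% = DMSO wells given NPY plus isoproterenol and 100% = isoproterenol alone without NPY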
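System: HEK293 cells with Y1 receptor plus CNG channel / Probe or stimulus: NPY 25 nM then isoproterenol 1 µM plus Ro 20-1724 25 µM / Compound: one concentration, 3.6 µM, in 0.4% DMSO / Schedule: compound incubation 1 h at room temperature, readout 45 min post-stimulation / Measured by: membrane potential fluorescence / Read-out: % inhibition of NPY effect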
MDM2 E3 inh – blocks human Mdm2 ubiquitin ligase activity | Q00987 | cell-based MDM2 ubiquitination luciferase reporter, 2 h; 0 = plate control, 100 = twice control, blank-subtracted | signal enhancement, % at 5 µM | hit rate 0.11% among 210,000;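 active = signal enhancement of 30% or more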;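 note: luminescence tracks abundance of the self-degrading MDM2-luciferase fusion protein; higher signal means inhibition of MDM2 E3 ligase activity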
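system = mammalian cells stably expressing self-ubiquitinating, self-degrading MDM2 E3–luciferase fusion | quantity = 2000 cells per well seeded | incubation = 4 h cell settling then 2 h compound exposure, 37 °C | signal = SteadyLite luminescence, 15 min reagent step | benchmarks = plate control and blank wells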
* marks the source's active call; other numbers are inactive results; · = no result given.

SMILES | NPY1 pot ag | NPY2 pot ag | Runt-CBFb FRET | Hck Nef HTS | Runt-SMMHC FRET | RBBP9 inhibitor | p97 ATPase inh | NPY Y1 blocker | MDM2 E3 inh
Cc1ccc2[nH]cc(C(=O)CCl)c2c1 | 9 | 0 | 0 | 2 | 2 | -7 | 33* | -6 | ·
CCCc1cc(C(=O)NCc2ccco2)no1 | -1 | 10 | 1 | 17 | -4 | -8 | 4 | 4 | -12
CN(Cc1ccc2nonc2c1)Cc1nc(CC2CC2)no1 | -6 | 2 | 0 | 1 | -1 | 0 | -1 | -2 | -16
Cc1c(N2C(=O)C(=O)/C(=C(/O)c3ccc(Cl)cc3)C2c2ccccc2)c(=O)n(-c2ccccc2)n1C (centres undefined) | -6 | 4 | -2 | 3 | 3 | -9 | 2 | -2 | ·
CCc1ccc(/C=C2\SC(=S)N(CCC(=O)NC3=NCCS3)C2=O)cc1 | -10 | -1 | -5 | 20 | -13 | -2 | 5 | -4 | -9
Fc1cccc(Cl)c1CSc1nnc(CN2CCOCC2)n1-c1ccccc1 | -19 | -1 | 0 | 96* | 0 | -13 | 3 | 6 | -13
COC(=O)/C(=C/c1ccc(OC)cc1)NC(=O)c1ccco1 | 12 | -5 | 2 | 1 | 3 | 2 | 6 | -1 | 5
COc1ccc(CNC(=O)c2cnc(C)cn2)cc1 | 2 | 13 | -2 | 1 | -4 | 0 | 3 | 2 | -5
CCCOC(=O)c1ccc(NC(=O)C2C3CCC(C3)C2C(=O)O)cc1 (centres undefined) | 5 | -19 | 1 | 1 | -2 | -1 | 1 | 8 | ·
O=C1CSC(c2cccnc2)N1Cc1cccnc1 (centres undefined) | 12 | 2 | 2 | 0 | 4 | 6 | 7 | · | -12
CCC(=O)Nc1nc2ccc([N+](=O)[O-])cc2s1 | 31 | 15 | 2 | 21 | 1 | 1 | 3 | · | ·
Cc1nc2ccccc2n1/N=C/c1ccc([N+](=O)[O-])s1 | -2 | 15 | -2 | 5 | -14 | -6 | 3 | -2 | -16
CCC(CC)NC(=O)CSc1nnc(-c2c[nH]c3ccccc23)o1 | -16 | -13 | -1 | -13 | -1 | -4 | -2 | 0 | -5
Cc1ccc(NC(=O)CN(C)C(=O)Cn2ncc(Cl)c(Cl)c2=O)cc1 | 3 | 10 | 2 | 4 | -6 | 2 | 7 | 10 | -11
COc1cccc(CNc2ccc(S(=O)(=O)Nc3nccs3)cc2)c1O | 2 | 0 | 3 | 2 | -8 | 2 | 1 | -3 | 3
COc1ccc(NC(=O)CCCn2c(=O)c3sccc3n(Cc3ccc(C)cc3C)c2=O)cc1 | -11 | -5 | 0 | 4 | 1 | -6 | -3 | 6 | 8
C/C(=N/NC(=O)Cc1ccccc1)c1ccc(C)s1 | 7 | 4 | 0 | 3 | -2 | -9 | 0 | 3 | 5
CCC(=O)Nc1ccc(S(=O)(=O)Nc2cccnc2)cc1 | 8 | -12 | 0 | -1 | -1 | -2 | 6 | -1 | 3
CCn1ccnc1CN(C)C(=O)CCc1nnc(CCC2CCCCC2)o1 | 8 | 6 | -1 | 5 | 1 | 7 | 3 | -1 | 0
CS(=O)(=O)N(CC(=O)Nc1ccccc1Sc1ccccc1)c1ccc(F)cc1 | 4 | 7 | -2 | 0 | 1 | -5 | -3 | -3 | 1
O=C(CN1CCCCC1)NNc1nc(-c2ccccc2)c2cc(Br)ccc2n1 | -11 | -9 | -3 | 5 | 3 | 2 | -5 | · | -2
CC(=O)C1(C)N(O)C(C)(C)C(c2cccs2)=[N+]1[O-] (centres undefined) | 20 | -4 | · | 22 | · | 2 | 4 | 2 | -22
O=c1cc(NCC2CCCO2)[nH]c(=O)n1-c1ccc(Cl)cc1 (centres undefined) | -4 | 17 | -1 | 5 | 4 | -8 | -2 | -3 | -2
CCCN(CCC)C(=O)C1CCN(c2cc(C)nc3c(-c4ccc(OC)c(OC)c4)c(C)nn23)CC1 | -5 | -5 | -6 | 23 | -3 | 4 | 0 | 3 | -47
Cc1cc(C)cc(N(C(=O)CNC(=O)c2cccs2)C(C(=O)NC2CCCC2)c2cccnc2)c1 (centres undefined) | 12 | -4 | -1 | 0 | 2 | -7 | -6 | 4 | -60
O=C(NCc1ccncc1)C1COc2ccccc2O1 (centres undefined) | -12 | -8 | 1 | 1 | 4 | -4 | 2 | 3 | -1
CCOC(=O)N1CCC(=NNC(=O)COc2ccc(C#N)cc2)CC1 | 2 | 3 | 4 | 1 | -2 | -8 | 5 | -2 | -16
COc1cc(C2N(c3cccc(Cl)c3)C(=O)C3CCCN32)cc(OC)c1OC (centres undefined) | 9 | -6 | 1 | 0 | -2 | -9 | -7 | 1 | -2
Cc1cc(C(F)F)n2ncc(C(=O)NC3CCCCCC3)c2n1 | -23 | 0 | -1 | 1 | -3 | -6 | -3 | 2 | -8
COc1cccc(CN2CCNC(=O)C2CC(=O)NCCc2ccccn2)c1 (centres undefined) | -1 | 10 | 2 | -1 | -3 | -1 | 0 | -1 | -19

Rewritten with values under each structure: four of the compounds above.
Values in the order – NPY1 pot ag, NPY2 pot ag, Runt-CBFb FRET, Hck Nef HTS, Runt-SMMHC FRET, RBBP9 inhibitor, p97 ATPase inh, NPY Y1 blocker, MDM2 E3 inh
Cc1ccc(NC(=O)CN(C)C(=O)Cn2ncc(Cl)c(Cl)c2=O)cc1
→ 3, 10, 2, 4, -6, 2, 7, 10, -11
COc1cccc(CNc2ccc(S(=O)(=O)Nc3nccs3)cc2)c1O
→ 2, 0, 3, 2, -8, 2, 1, -3, 3
COc1ccc(NC(=O)CCCn2c(=O)c3sccc3n(Cc3ccc(C)cc3C)c2=O)cc1
→ -11, -5, 0, 4, 1, -6, -3, 6, 8
C/C(=N/NC(=O)Cc1ccccc1)c1ccc(C)s1
→ 7, 4, 0, 3, -2, -9, 0, 3, 5

Next part
SMILES | NPY1 pot ag | NPY2 pot ag | Runt-CBFb FRET | Hck Nef HTS | Runt-SMMHC FRET | RBBP9 inhibitor | p97 ATPase inh | NPY Y1 blocker | MDM2 E3 inh
Cc1c(OCc2ccccc2)c(=O)ccn1Cc1ccc(F)cc1 | -11 | -18 | -2 | 25 | -1 | 0 | -8 | 8 | -5
COc1ccccc1Oc1coc2cc(O)ccc2c1=O | -11 | 9 | -1 | 5 | 1 | -4 | 7 | 6 | -8
O=C(OCCCCN1C(=O)c2ccccc2C1=O)c1ccc(Br)o1 | -9 | -13 | -1 | 2 | -3 | -7 | 2 | 6 | -14
Cc1ccc(NC(=O)CN2CCC(C(=O)c3ccc(F)cc3)CC2)cc1 | -26 | -21 | -3 | 13 | 9 | -5 | -4 | 0 | ·
Cc1ccc(OCC(=O)Nc2ccc(N3CCOCC3)cc2)cc1 | 7 | 1 | -2 | -2 | 2 | -5 | 0 | -2 | -12
CC(C)OC(=O)c1cc2ccccc2oc1=O | 19 | 6 | 1 | -2 | 3 | -4 | 2 | 3 | -12
O=S(=O)(c1cccc2cccnc12)N1CCN(c2ccc(F)cc2)CC1 | 13 | -10 | -1 | 19 | -2 | -2 | -1 | 1 | -1
CCc1ccccc1N1CC23C=CC(O2)C(C(=O)OCC(C)C)C3C1=O (centres undefined) | -1 | -1 | 0 | 0 | 0 | -11 | -9 | -2 | -6
CCOc1ccc(N2C(=O)CC(N(Cc3ccco3)C(=O)CC)C2=O)cc1 (centres undefined) | -3 | -17 | 2 | 2 | 0 | -2 | 3 | -1 | ·
CCN1C(=O)C2(C(C#N)=C(N)Oc3n[nH]c(COC)c32)c2ccccc21 (centres undefined) | -5 | -5 | 0 | -1 | -1 | -10 | -5 | -3 | -14
CCn1c(SCC(=O)Nc2nc(-c3ccccc3)cs2)nc2c1c(=O)n(C)c(=O)n2C | 5 | 5 | -9 | 6 | -10 | 4 | 6 | -2 | 4
O=C(CN1CCN(C(=O)c2ccco2)CC1)Nc1ccc2c(c1)OCCO2 | -10 | 8 | 0 | -3 | 0 | -9 | 0 | -1 | -5
COc1ccc2nc(Cl)c(C#N)cc2c1 | 4 | -16 | -1 | 21 | 3 | 4 | 2 | 9 | -25
Clc1cccc(NCc2nnc(SCc3ccccc3Cl)o2)c1 | -2 | -14 | -1 | 2 | 0 | -2 | -3 | 10 | -6
Cc1ccc(NC(=O)Cc2noc3ccccc23)cc1 | -1 | 2 | -1 | -7 | -4 | -11 | -1 | -2 | ·
CCN1CCN(C(=O)C2CCN(Cc3nc(-c4cccc(Cl)c4)oc3C)CC2)CC1 | -30 | -4 | 1 | -1 | 1 | -8 | -1 | 15 | 1
O=C(CSc1nnnn1-c1cccc2ccccc12)NC(C(=O)O)(c1ccccc1)c1ccccc1 | 3 | -3 | -4 | 6 | 0 | 3 | 3 | -4 | -2
Cc1nn(C)cc1CNC(=O)C1C2CCC(C2)C1C(=O)O (centres undefined) | -22 | -17 | -1 | 23 | -3 | -4 | 1 | -1 | -11
Cc1nn2cc(-c3cccc(Cl)c3)cnc2c1Br | -2 | -10 | -1 | -15 | -4 | 5 | 1 | 9 | -18
COCn1c(COc2ccccc2)nc2ccccc21 | -13 | -9 | -1 | 1 | 3 | -5 | -13 | 0 | 0
Cc1ccc(C(=O)NC=C(Cl)Cl)cc1 | -10 | -14 | 1 | -1 | -6 | -5 | -6 | 8 | -5
CCOC(=O)C(NC(=O)CC(C)C)(Nc1sc2c(c1C(N)=O)CCCC2)C(F)(F)F (centres undefined) | 9 | 4 | -3 | 5 | 0 | -11 | -3 | 4 | -6
CCc1ccc(C2(O)CC(C(F)(F)F)=NN2C(=O)Cc2ccc([N+](=O)[O-])cc2)cc1 (centres undefined) | -10 | -14 | -5 | 0 | -2 | -11 | -10 | 2 | 7
N#Cc1ccc(Oc2ccc(-c3cnc4ccccc4n3)cc2)cc1C#N | -14 | 10 | 1 | 3 | -1 | 5 | 3 | -2 | -13
O=C(CCC(=O)OCc1ccc([N+](=O)[O-])cc1)Nc1ccc(F)cc1 | 21 | 2 | -2 | 5 | -2 | -8 | 1 | 3 | 1
CCOC(=O)N1CCN(CC(=O)Nc2cc(OCC)ccc2OCC)CC1 | 18 | 2 | -5 | -3 | -3 | -4 | -4 | 3 | 2

Assay outcomes from PubChem BioAssay.
